# Dengue virus CPE = Dengue virus cytopathic effect inhibitors, cell-based, CPE readout, HTS (AID 540333); Dengue virus CPE inhibition in host cells; active compounds read high; CPE inhibition, % at 20 µM; 3.1% of 10,000 active; in the data active = CPE inhibition mostly above about 9.1%, no sharp cut-off; inactive = mostly below about 7.2%
# An asterisk follows results filed as active; i = inactive. Only part of the results is shown (hit frequency here may not be typical).
SMILES,Dengue virus CPE
Cc1cccc(OCCn2cc(/C=N/NC(=O)c3ccncc3)c3ccccc32)c1,9.7
Cc1ccc(NC(=O)CCNC(=O)c2ccccc2Cl)cc1S(=O)(=O)N(C)C,0.0
O=C(NN=C1CCCCC1)c1cc(-c2ccccc2)n[nH]1,i
CCCn1nnc(NC(=S)NC(=O)c2cccs2)n1,i
COC(=O)CSc1nc(N)c(C#N)c(CC(C)C)c1C#N,i
Cc1ccc(C2=NN(CCC(=O)NCc3ccc4c(c3)OCO4)C(=O)CC2)cc1,i
C=CCOc1c(Br)cc(/C=N/O)cc1OCC,0.0
O=[N+]([O-])c1ccc(N2CCCCC2)cc1NCCOc1ccccc1,3.6
CCNC(=O)OCCC12CC3CC(CC(C3)C1)C2,0.0
Cc1c(NC(=O)c2cccc(-c3cc4ccccc4oc3=O)c2)cccc1-c1nc2ncccc2o1,0.2
Cc1ccc(C)n1-c1ccc(NC(=O)c2ccccc2)cc1,i
CC(NC(=O)/C=C/c1cnc2ccccc2n1)C12CC3CC(CC(C3)C1)C2 (stereo not drawn),13*
C#CCNC(=O)C1=C[C@@H](c2ccc(C(F)(F)F)cc2)C[C@@H](OCc2ccc(CO)cc2)O1,2.8
CC(C)C(NC(=O)CSCc1ccc([N+](=O)[O-])cc1)C(C)C,i
COc1ccc(-c2csc3nc(-c4ccc(C)cc4)oc(=O)c23)cc1OC,i
O=C(NC(=S)Nc1ccc(N2CCCCC2)cc1)c1ccc2c(c1)OCCO2,3.5
Cc1ccccc1C(=O)NNC(=O)c1cc(N)cc([N+](=O)[O-])c1,i
COC(=O)NNC(=O)c1ccc(Cl)cc1Cl,0.2
Cc1cc(C)c(S(=O)(=O)N2CCCOC2CNC(=O)C(=O)NCCCn2ccnc2)c(C)c1 (stereo not drawn),0.1
CCN(CC)C(=O)C1CCCN(C(=S)Nc2cccc3ccccc23)C1 (stereo not drawn),0.2
COc1cccc(NC(=S)NCc2ccccn2)c1,2.0
CCC[C@@H](NS(=O)(=O)c1ccc(C)cc1)C(=O)Oc1ccc2c3c(c(=O)oc2c1)CCC3,i
Cc1cccc(-n2c(C)cc(/C=C3/C(=N)N4C(c5ccccc5)=CSC4=NC3=O)c2C)c1,5.8
Cc1ccc(C(=O)NNC(=O)CCC(=O)Nc2cccc(Cl)c2C)cc1,i
O=c1cc(-c2cccc([N+](=O)[O-])c2)[nH][nH]1,i
# The listing continues.
SMILES,Dengue virus CPE
O=C(Nc1nc2ccc(Oc3ccccc3)cc2s1)c1cc([N+](=O)[O-])ccc1N1CCOCC1,0.7
COc1ccc(NC(=O)C2(c3ccc(NC(=O)c4ccc(OC)cc4)cc3)CCCC2)cc1,i
COCCCN(C(=S)Nc1ccc(C)cc1Cl)C(C)c1ccncc1 (stereo not drawn),i
CC(=O)Nc1ccc(S(=O)(=O)N(C)CC(=O)OCC(=O)Nc2ccc3c(c2)OCO3)cc1,0.3
Cc1cc(N/N=C/c2cccc(Cl)c2)nc(NCc2ccccc2)n1,i
CCN(c1ccccc1)S(=O)(=O)c1ccc(Cl)c(NC(=O)Nc2ccc(Cl)cc2C#N)c1,0.6
COc1cc(CC(=O)Nc2cccc(C(F)(F)F)c2)cc(OC)c1OC,i
Fc1ccccc1OCCCCCN1CCCC1,1.3
COc1cc(/C=N/OCC(=O)Nc2cc(C)cc(C)c2)ccc1OCc1ccc(Cl)cc1,1.4
COCCN(C(=S)Nc1c(C)cccc1C)C(C)c1cccnc1 (stereo not drawn),i
CCc1ccc(C(=O)CSc2nc3cc(S(=O)(=O)N4CCOCC4)ccc3n2CC)cc1,0.1
C#CCNC(=O)C1=C[C@@H](C)[C@H](CCCO)[C@@H](OCC)O1,1.1
COc1ccc(NC(=O)/C=C/c2ccccc2[N+](=O)[O-])c(OC)c1,0.4
CC(C)CNC(=O)c1ccc(NC(=O)c2cccs2)cc1,i
COc1ccc(NC(=S)NNC(=O)C2CC2c2ccc(C)cc2)cc1 (stereo not drawn),0.0
O=C(CCN1C(=O)c2ccccc2S1(=O)=O)Nc1ccccc1O,3.5
CCOC(=O)C1=C(O)c2ccccc2C(=O)/C1=C\c1ccc(C)cc1,1.7
c1ccc2sc(Nc3nc4cc5c(cc4s3)OCO5)nc2c1,0.3
CC(C)c1ccc(/C=C/C(=O)Nc2nncs2)cc1,i
CCOC(=O)c1ccc(CNC(=O)CSc2nnc(-c3ccncc3)o2)cc1,1.6
O=[N+]([O-])c1cccc(/C=N/Nc2nc(C(Cl)(Cl)Cl)nc3ccccc23)c1,3.2
COc1ccc(-c2nnc(SCC(=O)NNC(=O)Cc3ccccc3)n2C)cc1OC,0.6
COc1ccc(/C=N/NC(=O)c2nc(-c3ccccc3)cc(-c3ccccc3)n2)cc1O,1.3
COC(=O)C1=C(C)NC(=O)NC1c1ccc([N+](=O)[O-])o1 (stereo not drawn),i
Cc1c(N/N=C(\C#N)C(=O)c2ccc(Cl)cc2)c(=O)n(-c2ccccc2)n1C,1.5

# 6 neighbouring compounds out of the list so far, quoted:
SMILES,Dengue virus CPE
Cc1ccc(NC(=O)CCNC(=O)c2ccccc2Cl)cc1S(=O)(=O)N(C)C,0.0
O=C(NN=C1CCCCC1)c1cc(-c2ccccc2)n[nH]1,i
CCCn1nnc(NC(=S)NC(=O)c2cccs2)n1,i
COC(=O)CSc1nc(N)c(C#N)c(CC(C)C)c1C#N,i
Cc1ccc(C2=NN(CCC(=O)NCc3ccc4c(c3)OCO4)C(=O)CC2)cc1,i
C=CCOc1c(Br)cc(/C=N/O)cc1OCC,0.0

# (more compounds)
SMILES,Dengue virus CPE
COc1cc(/C=N/NC(=O)CNC(=O)c2cccs2)ccc1O,5.2
CCCCNC(=O)c1ccccc1NC(=O)CN(c1ccccc1)S(=O)(=O)N(C)C,0.4
COc1ccc(C(C(=O)Nc2ccc3c(c2)OCO3)N(C)C(=O)Cc2c[nH]c3ccccc23)cc1 (stereo not drawn),26*
O=C(CCc1nc2ccccc2s1)OCc1ccccc1F,i
O=C(CCCC(=O)NC1CCCC1)NC1CCCC1,0.7
CN(CC(=O)Nc1ccc(S(=O)(=O)N2CCCC2)cc1)Cc1cccc(Cl)c1Cl,9.0*
CCOC(=O)c1c(C)[nH]c(C(=O)COC(=O)[C@H](C)NC(=O)c2ccccc2Cl)c1C,0.2
COc1ccc(C(=O)NC(=S)Nc2ccc3c4c(cccc24)CC3)cc1OC,0.2
CCCc1cc(-c2n[nH]c(=S)n2CC(C)C)cs1,0.0
COc1ccc(-n2c(=O)c3ccccc3c3ccccc3c2=O)c(OC)c1,0.3
C[C@H](CO)N1C[C@H](C)[C@@H](CN(C)Cc2ccc3c(c2)OCO3)Oc2c(NC(=O)C3CC3)cccc2C1=O,0.8
Clc1ccccc1Cn1c(/C=C/c2ccco2)nc2ccccc21,0.3
CC(NC(=O)/C=C/c1ccc(Br)cc1)c1ccccc1 (stereo not drawn),0.1
Cc1ccc(/C=N/n2c(C)cc(C)c(C#N)c2=O)o1,1.3
O=C(c1ccccc1)N1CN2CN(C(=O)c3ccccc3)CC([N+](=O)[O-])(C2)C1,0.4
CC1(C)CC(=O)C=C(c2ccc3c(c2)OCO3)C1,1.5
COc1ccc([C@H]2CC(=O)C=C(c3cc(C=O)ccc3OC)C2)cc1,i
COc1ccc(S(=O)(=O)c2cnc3ccc(OC)cc3c2N2CCC3(CC2)OCCO3)cc1,i
COc1ccccc1C(O)(C(=O)NN(C)c1ccccc1)c1ccccc1OC,i
O=C1C2CC=CCC2C(=O)N1c1ccc(NCCc2ccccc2F)c([N+](=O)[O-])c1 (stereo not drawn),0.7
CN1CCN(C(=O)CSc2ccc(C(F)(F)F)cc2[N+](=O)[O-])CC1,i
O=C(Nc1ccccc1C(F)(F)F)c1cc2ncc(CCCl)cn2n1,1.2
COc1ccc(NC(=O)C(Sc2nnc3ccccn23)c2ccccc2)cc1Cl (stereo not drawn),0.8
CCc1ccc2c(c1)[C@H]1OCC[C@H]1[C@@H](c1cccs1)N2,i
CCN(CC)S(=O)(=O)c1ccc(N2CCOCC2)c(NC(=O)c2ccc3ccccc3c2)c1,3.3

# Grouped by structure: the compounds so far containing an aryl thioether with sulfur outside any ring
SMILES,Dengue virus CPE
COC(=O)CSc1nc(N)c(C#N)c(CC(C)C)c1C#N,i
CCc1ccc(C(=O)CSc2nc3cc(S(=O)(=O)N4CCOCC4)ccc3n2CC)cc1,0.1
CCOC(=O)c1ccc(CNC(=O)CSc2nnc(-c3ccncc3)o2)cc1,1.6
COc1ccc(-c2nnc(SCC(=O)NNC(=O)Cc3ccccc3)n2C)cc1OC,0.6
CN1CCN(C(=O)CSc2ccc(C(F)(F)F)cc2[N+](=O)[O-])CC1,i
COc1ccc(NC(=O)C(Sc2nnc3ccccn23)c2ccccc2)cc1Cl (stereo not drawn),0.8

# Carrying on.
SMILES,Dengue virus CPE
COc1ccc2nc(Nc3nc(-c4cc5ccccc5oc4=O)cs3)sc2c1,0.2
Oc1c(Br)cc(Cl)cc1C=Nc1ccccc1Br,0.1
CC1CCCC(C)N1CCNC(=O)CCn1nc(-c2ccccc2)ccc1=O (stereo not drawn),0.1
O=C1C2C(c3ccccc3)(C(=O)N1c1ccc(Cl)cc1)C2(c1ccccc1)c1ccccc1 (stereo not drawn),1.7
O=C(Nc1nnc(-c2ccc(F)cc2)o1)c1cc(Cl)sc1Cl,0.3
CC(C)N=C(NS(=O)(=O)c1ccccc1)C(Cl)(Cl)Cl,i
CN(C)C(=O)c1ccc(NC(=O)c2cc(-n3cnnc3)ccc2Cl)cc1,0.1
CNC(=O)CSc1nnc(SCCC(=O)O)s1,0.4
CCC(=O)N/N=C(\C)CC(=O)Nc1ccc(Cl)cc1,0.0
COC(=O)Cn1cc(/C=N/NC(=O)COc2cccc3cccnc23)c2ccccc21,i
O=C(COc1ccc2ccccc2c1)NNC(=O)Cc1ccccc1,1.0
Brc1ccc(C2Nc3cccc4cccc(c34)N2)s1,i
COc1cc(C)ccc1OCCOCCN(C)Cc1ccccc1,0.1
COc1ccc(-c2noc(-c3cccc(Cl)c3)n2)cc1OC,0.6
Cc1noc(C)c1C(=O)OC(C)C(=O)Nc1ccc(S(=O)(=O)NC(C)C)cc1 (stereo not drawn),i
CN1/C(=C\C(=O)c2cccs2)C(C)(C)c2ccccc21,1.3
O=C(NCc1ccccn1)NC1CCCCC1,0.0
C/C(=C\c1ccccc1)CN1CCC(C(=O)N2CCCCC2)CC1,i
CCN1CCN(C(=O)/C=C/c2ccc([N+](=O)[O-])cc2)CC1,0.1
Cc1ccc2c(c1)C(c1ccc([N+](=O)[O-])cc1)=NNC(c1ccc(Br)cc1)=N2,i
Cn1c(N/N=C/c2cccs2)nc2c1c(=O)n(Cc1ccccc1)c(=O)n2C,5.5
COC(=O)c1ccc(C(C(=O)NC2CCCCC2)N(Cc2ccccc2)C(=O)Cc2cccs2)cc1 (stereo not drawn),1.3
Cc1ccc(-c2nc(C)sc2CC(=O)Nc2cccc(C)c2C)cc1,i
CCN(CC)S(=O)(=O)c1cc(C(=O)N(C)CC(=O)Nc2ccc(Cl)cc2)ccc1Cl,0.7
O=C(Oc1ccccc1)c1ccc(NC(=O)c2ccco2)cc1,i
# Other entries:
SMILES,Dengue virus CPE
Cc1ccc(/C=C/C(=O)Nc2cccc3cccnc23)o1,i
O=C(N/N=C/c1ccc[nH]1)c1ccc([N+](=O)[O-])cc1,i
Cc1cccc(NC(=O)[C@H](Cc2ccccc2)NC(=O)OCc2ccccc2)c1,0.9
COc1ccc(/C=C/C(=O)NCCOc2ccc(C)cc2)cc1,i
Nc1ccc(CNC(=O)OCC2c3ccccc3-c3ccccc32)cc1,3.0
Cc1ccccc1NC(=O)CSc1nc2n(n1)CCCCC2,2.1
COc1cc(SC)ccc1C(=O)NCCOc1ccc(F)cc1,i
COc1cccc(-n2c(SCC(=O)Nc3ccc4c(c3)CCC4)nc3ccccc3c2=O)c1,0.5
COc1ccc(/C=N/NC(=O)c2ccoc2C)cc1O,3.4
CC(/C=N/NC(=O)Cn1cnc2c1c(=O)n(C)c(=O)n2C)=C\c1ccccc1,0.6
COc1ccc(C)cc1NC(=O)COC(=O)Cc1ccc(-c2ccccc2)cc1,i
CCO[C@@H]1OC(C(=O)NC2CC2)=C[C@H](c2coc3ccccc3c2=O)[C@H]1CCCO,i
COC(=O)c1c(-c2ccc(SC)cc2)sc2ccccc12,i
Cc1cc(O)c(-c2ccno2)cc1Cl,i
C=CCOC(=O)C1=C[C@H](c2ccc(Br)cc2)C[C@H](OCc2ccc(CO)cc2)O1,0.8
Brc1cccc(CNCc2cccs2)c1,0.1
Cc1cc(C)c(N=Cc2c(O)n(-c3nccs3)c(=O)c3ccccc23)c(C)c1,1.8
CCOC(=O)CCC(NC(=O)CCCC(=O)NC(CCC(=O)OCC)C(=O)OCC)C(=O)OCC (stereo not drawn),i
CC(C)CC1Nc2ncnc(N3CCN(c4ccccn4)CC3)c2N(Cc2ccc(Cl)cc2)C1=O (stereo not drawn),9.7*
CN1CCN(C(=O)C2=C[C@H](c3ccc4c(c3)OCO4)C[C@H](OCCCCO)O2)CC1,1.3
CCO[C@@H]1OC(C(=O)O)=C[C@H](c2ccccc2)[C@H]1CCCO,0.8
CCCN1CCC(=NNC(=O)CSc2cc(C)c(Br)cc2C)CC1,0.0
Cc1ccc(S(=O)(=O)c2c(C(=O)c3ccccc3)cnc3cc4c(cc23)OCCO4)cc1,13*
CCOC(=O)c1c(-c2ccccc2)csc1NC(=O)CSc1nc(C)cc(C)n1,0.3
O=C1c2cccc3cccc(c23)C(=O)N1CCN1CCN(CC(O)COc2ccc3ccccc3c2)CC1 (stereo not drawn),i
# Going on with the list:
SMILES,Dengue virus CPE
Cc1cccc(OCC(=O)NNC(=O)C2CCCCC2C(=O)O)c1 (stereo not drawn),i
COc1ccc(CCN(C)c2ccc(S(=O)(=O)N3CCCC3)cc2[N+](=O)[O-])cc1OC,i
COc1ccc(C(=O)O/N=C(\N)c2ccncc2)cc1OC,i
CCN1C(=O)[C@@H]2[C@H](C1=O)[C@@H]1C(=O)Nc3ccccc3C(=O)N1[C@@H]2c1cccc(Cl)c1,2.3
Cc1cc(C)n(CC(=O)N/N=C/c2cccc([N+](=O)[O-])c2)n1,0.0
Cc1c(CC(Cl)(Cl)Cl)c2c(n1O)CC(C)(C)CC2=O,i
CC(C)[C@H](NS(=O)(=O)c1ccccc1)C(=O)OCC(=O)Nc1ccccc1Sc1ccccc1,25*
Cc1nn(CC(=O)Nc2ccc(S(=O)(=O)N(C)C)cc2)c(C)c1[N+](=O)[O-],i

# Bioassay records (PubChem BioAssay)
